LDHA inh: qHTS assay for inhibitors of human lactate dehydrogenase; purified LDHA, NADH/diaphorase-resazurin fluorescence; stronger effect = lower value; activity change, % (values are at about 110 or 230 µM); hit rate 0.15% among 480,000; AID 1347041, 2019; in the data active = activity change below about -30%; inconclusive = mostly about -25% to -30%;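 also: plate controls were DMSO wells for no effect and wells without enzyme for full effect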
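Human LDH5 at 2 nM final in Tris HCl pH 7.4 with 0.06 mM NADH and 0.2 mM pyruvate, reacted 5 minutes at room temperature. Remaining NADH coupled via diaphorase/resazurin; resorufin fluorescence read at 0 and 20 minutes, normalized to enzyme-free and DMSO wells.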
* marks the source's active call; other numbers are inactive results; ? = inconclusive.

[1] Cc1cc(C)c2cc(C(=O)OCC(=O)N3CCCCC3C)[nH]c2c1 (centres undefined)
  LDHA inh: -21

[2] CC(C)c1ccc(NC(=O)CN(c2cc(C(F)(F)F)ccc2Cl)S(C)(=O)=O)cc1
  LDHA inh: 1

[3] CN(CC(=O)N1CCN(Cc2ccccc2)CC1)S(=O)(=O)c1ccc(Cl)cc1
  LDHA inh: 3

[4] CCc1ccc(N2CC(c3nnc(NC(=O)Cc4ccc(F)cc4)s3)CC2=O)cc1 (centres undefined)
  LDHA inh: 1

[5] Cc1ccc(Cn2c(CN3CCOCC3)nc3ccccc32)cc1
  LDHA inh: -8

[6] CC(NC(=O)c1ccc(O)c(Cl)c1)c1ccccc1F (centres undefined)
  LDHA inh: -5

[7] Cc1cc(C(=O)OCC(=O)Nc2ccccc2C(C)C)c2ccccc2n1
  LDHA inh: -40*

[8] COc1cccc(CNC(=O)c2ccc(N3CCOCC3)c(NC(=O)Nc3cc(F)ccc3F)c2)c1
  LDHA inh: 1

[9] CCCCn1nc(C(=O)Nc2ccccc2CC)c2ccccc2c1=O
  LDHA inh: 2

[10] O=S(=O)(NCC1(c2ccccc2)CC1)c1ccc(Cl)cc1
  LDHA inh: -12

[11] Cc1ccc(C(=O)Oc2ccc3c(C(C)C)cc(=O)oc3c2)cc1S(C)(=O)=O
  LDHA inh: 11

[12] N#Cc1cc2cc(Cl)ccc2[nH]c1=O
  LDHA inh: -2

[13] Cc1nc(NC(C)C)sc1C(=O)NCCc1ccccc1
  LDHA inh: -1

[14] Cc1ccc(/C=[N+](\[O-])C2N(C)C(=S)SC2(C)C)cc1 (centres undefined)
  LDHA inh: 6

[15] C[C@@H]1CCC2[C@]3(C)COC(C)(C)O[C@H]3CC[C@]2(C)[C@@]12CCC1(COC(=O)C1)O2 (some centres undefined)
  LDHA inh: -5

[16] C[C@@H](c1ccccc1)N1C[C@@H](COCc2ccccc2)Oc2cc(N3CCC[C@H]3C(N)=O)ccc2S1(=O)=O
  LDHA inh: 5

[17] COc1ccc(OC)c(NC(=O)NCc2nc(-c3cccc(Cl)c3)oc2C)c1
  LDHA inh: 7

[18] Cc1ccc(-c2ccc(=O)n(CC(=O)Nc3c(C)cccc3C)n2)cc1S(=O)(=O)N1CCCCC1
  LDHA inh: 6

[19] Cc1nn(Cc2cc(=O)oc3c(C)c(O)ccc23)c(=O)c(C#N)c1C
  LDHA inh: 8

[20] Cc1ccccc1CNCc1ccco1
  LDHA inh: -1

[21] O=C(CCc1ncc(-c2ccccc2)o1)NCCc1cccc(F)c1
  LDHA inh: 8

[22] N#Cc1cccc(C(=O)OC(c2ccccc2)c2ccccn2)c1 (centres undefined)
  LDHA inh: 13

[23] Cc1ccc2cc(C(=O)N(C)C3CCS(=O)(=O)C3)c(C)nc2c1 (centres undefined)
  LDHA inh: 0

[24] COC(=O)[C@@]12C[C@@H](CC(=O)N3CCSCC3)C(=O)N(CCc3ccc(OC)c(OC)c3)C1=CCC(C)(C)C2
  LDHA inh: 0

[25] O=C(Nc1ccc2nc(N3CCOCC3)sc2c1)c1n[nH]c(=O)c2ccccc12
  LDHA inh: 7

[26] CC(C)(C)C1CCc2sc(C(=O)NCc3cnc(-c4ccccc4)s3)cc2C1 (centres undefined)
  LDHA inh: 8

[27] CCN(CC(=O)NC1CCS(=O)(=O)C1)C(=O)c1cc(-c2ccc(C)cc2)nc2ccccc12 (centres undefined)
  LDHA inh: -6

[28] Cc1cc(C=CC#N)cc(C)c1Nc1nc(Nc2ccc3scnc3c2)c2[nH]cnc2n1
  LDHA inh: -1

[29] c1ccc2c(c1)OCCOCCOCCOCCOc1ccccc1OCCO2
  LDHA inh: -4

[30] Cc1ccc2[nH]cc(C(C(=O)O)N3CCN(S(=O)(=O)c4ccccc4)CC3)c2c1 (centres undefined)
  LDHA inh: 1

[31] C/C=C/C=C/C(=O)Nc1ccccc1-c1cccs1
  LDHA inh: -1

[32] O=C(Nc1ccc(F)c(F)c1)C1CCN(c2nc3ccccc3o2)CC1
  LDHA inh: -2

[33] O=C(O)c1cccc(CSc2cc(Cl)ccc2Cl)c1
  LDHA inh: 2

[34] CC(=O)c1ccc(S(=O)(=O)N2CCC(C(=O)Nc3nc4c(s3)CCC4)CC2)cc1
  LDHA inh: 8

[35] COc1ccc([C@@H]2CC(=O)C3=C(C2)Nc2[nH][nH]c(=O)c2[C@H]3c2ccccc2C(F)(F)F)cc1OC
  LDHA inh: -1

[36] Cc1ccc(/C(=N\O)c2oc3ccc4c(C)cc(=O)oc4c3c2C)cc1
  LDHA inh: 9

[37] CCCOc1ccc(NC(=O)C(CC)Oc2ccccc2F)c2cccnc12 (centres undefined)
  LDHA inh: 26

[38] COCCNC(=O)c1cc(-c2ccc3c(c2)OCCO3)nc2ccccc12
  LDHA inh: ?

[39] O=S(=O)(c1ccccc1)N1CCN(Cc2ccccn2)CC1
  LDHA inh: 9

[40] C#CCCCCCCCCC(=O)N1CCOCC1
  LDHA inh: 3

[41] Cc1cc(SCC(=O)N(C)C)nc2c(C)cccc12
  LDHA inh: -2

[42] Cc1cc2nc(-c3ccco3)c(Cc3ccccc3C(F)(F)F)n2c(C)c1Br
  LDHA inh: -1

[43] O=C(Nc1ccccc1I)c1cc2ccccc2oc1=O
  LDHA inh: 3

[44] CC(=O)Nc1sc(C)c(C)c1C#N
  LDHA inh: 7

[45] C/C=C(\C)C(=O)O[C@@H]1Cc2c(ccc3ccc(=O)oc23)OC1(C)C
  LDHA inh: 14

[46] CCC1c2ccsc2CCN1C(=O)CNC(=O)c1ccccc1 (centres undefined)
  LDHA inh: -1

[47] Cc1oc(-c2cccs2)nc1CC(=O)N(C)Cc1ccccc1
  LDHA inh: 0

[48] CC(C)NC(=O)c1ccccc1NC(=O)C(Cl)Cl
  LDHA inh: 5

[49] Cc1cccc(C(=O)N(Cc2ccco2)c2ccccn2)c1
  LDHA inh: 3

[50] Cc1nn(-c2nc3c(c(=O)n(C)c(=O)n3C)n2C/C=C/c2ccccc2)c(C)c1C
  LDHA inh: -2

[51] O=C(NCCCNc1ccccc1)NCc1cccnc1
  LDHA inh: -2

[52] CCc1nc2ccccc2c(C(=O)OCC(=O)NC2CCCCC2)c1C
  LDHA inh: 4

[53] COC(=O)C(C)NC(=O)c1ccc(COC(C)=O)cc1 (centres undefined)
  LDHA inh: -5

[54] CCOC(=O)C(NC(=O)CCNC(=O)c1ccccc1)C(=O)OCC
  LDHA inh: 2

[55] Cc1ccc(S(=O)(=O)NCc2ccc(C(=O)N3CCN(c4cccc(C)c4C)CC3)cc2)cc1
  LDHA inh: 0

[56] NC(=O)c1ccc(CN(C2CC2)S(=O)(=O)c2cccc3nsnc23)cc1
  LDHA inh: 4

[57] COc1ccc(C23CC4CC(CC(C(N)=O)(C4)C2)C3)cc1
  LDHA inh: -6

[58] CCCCn1c(=O)[nH]c(=O)c2c1nc(CN1CCN(S(=O)(=O)c3ccccc3)CC1)n2CC
  LDHA inh: 6

[59] CC1C/C(=N\NC(=O)C2CC2)CC(C)(C)C1 (centres undefined)
  LDHA inh: 1

[60] CCc1c(C)nc2n(c1=O)CN(CCCN(C)C)CN2c1ccccc1OC
  LDHA inh: 5

[61] N#Cc1c(N)n[nH]c1CCCNc1nc(-c2cccnc2)nc2ccccc12
  LDHA inh: -9

[62] Cc1[nH]c2ccc(C(=O)N(Cc3ccccc3F)C3CC3)cc2c1C
  LDHA inh: 8

[63] O=C(CN1C(=O)CC2(CCCCC2)C1=O)c1c[nH]c2ccccc12
  LDHA inh: 3

[64] Cc1cccc(C(=O)Nc2cccc3ccc(C)nc23)c1
  LDHA inh: 12

[65] O=C1CC2(C(=O)Nc3cc(F)ccc32)c2sc(C(=O)O)c(-c3ccccc3)c2N1 (centres undefined)
  LDHA inh: 10

[66] CCN(CC)CCNC(=O)c1ccc2ccccc2n1
  LDHA inh: 5

[67] Cn1c(Oc2ccc(F)c(F)c2)c(C#N)c(=O)n(C)c1=O
  LDHA inh: 6

[68] Cc1ccc(S(=O)(=O)N(Cc2cccnc2)C2CC2)cc1F
  LDHA inh: 0

[69] CCN1C(=O)COc2ccc(-c3nc(NC(=O)c4ccccc4)sc3C)cc21
  LDHA inh: 1

[70] Cc1cc(C)c(NC(=O)c2csc3c2CCCC3)c(C)c1
  LDHA inh: 9

[71] Cc1ccc(-c2nn(C)c(=O)c3ccccc23)cc1CNC(=O)c1ccccc1Cl
  LDHA inh: -7

[72] COc1ccc(C(=O)Nc2ccc3oc(-c4ccc5ccccc5c4)nc3c2)cc1[N+](=O)[O-]
  LDHA inh: 1

[73] COc1cccc(C(=O)Nc2c(N3CCCC3)c3ccccc3oc2=O)c1
  LDHA inh: -1

[74] CN(CCC#N)C(=O)CSc1ncc(-c2ccc(Cl)cc2)o1
  LDHA inh: 5

[75] CC(C)CN[C@H]1CS(=O)(=O)C[C@@H]1S(=O)(=O)c1ccccc1
  LDHA inh: 4

[76] CCN1CCN(C(C)CNC(=O)NCc2csc(C)n2)CC1 (centres undefined)
  LDHA inh: 2

[77] O=C1CN(c2nc(-c3ccccc3)nc3ccccc23)CCN1
  LDHA inh: 5

[78] NC(=O)C1CCN(Cc2ccc(C(F)(F)F)cc2)CC1
  LDHA inh: -4

[79] C/C(=N/Nc1cc(C(F)(F)F)ccc1Cl)c1ccccc1Br
  LDHA inh: 5

[80] COC(=O)c1ccoc1COC(=O)Cc1coc2cc(C)c(C)cc12
  LDHA inh: 3

[81] COc1ccc(CN(C)C(=O)CCn2ccc3ccccc32)c(OC)c1
  LDHA inh: 11

[82] O=C(Nc1ccccc1I)c1cc[n+]([O-])cc1
  LDHA inh: 5

[83] CN1C(=O)N(c2ccc(Cl)c(Cl)c2)C(C)(O)CC1(C)C (centres undefined)
  LDHA inh: -1

[84] Cc1nonc1NC(=O)COc1ccc(C(C)(C)C)cc1
  LDHA inh: 4

[85] Cc1ccc(CCC(=O)Nc2cccc3cccnc23)c(C)c1
  LDHA inh: 0

[86] COc1ccc(C(=O)COC(=O)/C=C/c2c(Cl)nc3sccn23)cc1Br
  LDHA inh: 14

[87] O=C(NCc1ccccc1)C1CCN(C(=O)/C=C/c2cccc(C(F)(F)F)c2)CC1
  LDHA inh: -3

[88] COCCNC(=O)N1CCN(c2oc(-c3ccco3)nc2C#N)CC1
  LDHA inh: 2

[89] CCOC(=O)CCN(C)Cc1ccc(OC)c(OC)c1
  LDHA inh: 6

[90] O=C(NCc1ccccn1)c1ccc(C2CCCCC2)cc1
  LDHA inh: 3

[91] CC(C)c1nnc2c(=O)n(CC(=O)Nc3ccccc3C(F)(F)F)c3ccccc3n12
  LDHA inh: 1

[92] CC1=C(C(=O)Nc2ccc(C)cc2C)C2(CCCCC2)OC1=O
  LDHA inh: -10

[93] CN(C)S(=O)(=O)N(CC(=O)NC1CC1)c1ccccc1
  LDHA inh: -2

[94] CC(C)(C)NC(=O)CNc1nc(-c2ccncc2)nc2ccccc12
  LDHA inh: -7

[95] Cc1cc(C)n(-c2ncnc3scc(-c4ccccc4Cl)c23)n1
  LDHA inh: 0

[96] O=C(Nc1ccccc1O)c1cc(-c2cccnc2)nc2ccccc12
  LDHA inh: 1

[97] CC(CC(=O)Nc1ccc2c(c1)CCC2)c1ccccc1 (centres undefined)
  LDHA inh: 5

[98] Cc1ccc(C(C)C)c(Oc2ccc(C(=O)O)cc2)c1
  LDHA inh: 0

[99] CCOc1ccc(CNCc2ccco2)cc1Cl
  LDHA inh: 1

[100] Cc1cc(C)c(S(=O)(=O)Nc2ccc(S(=O)(=O)C3CCCC3)cc2)c(C)c1
  LDHA inh: 5

[101] O=C(NC1CCCCCC1)C1CCCN(C(=O)Cc2c[nH]c3ccccc23)C1 (centres undefined)
  LDHA inh: -16

[102] CC(=O)c1sc(Cc2cccc(Cl)c2)nc1C
  LDHA inh: 10

[103] Cc1ccc(CCNC(=O)CN2C(=O)CN(C(=O)NCc3ccccc3)c3ccccc32)cc1
  LDHA inh: 2

[104] O=C(NCC(=O)N1CCN(Cc2c(F)cccc2Cl)CC1)NCc1ccccc1
  LDHA inh: -9

[105] O=C(N/N=C/c1cccs1)c1ccc(NC(=O)c2ccccc2)cc1
  LDHA inh: 6

[106] Cc1cccc(C2(C(=O)C(C#N)C(=O)Nc3ccccc3F)CC2)c1 (centres undefined)
  LDHA inh: -4

[107] COc1ccc(OC)c(C2C=C(c3cccc(Br)c3)Nc3nnnn32)c1 (centres undefined)
  LDHA inh: 15

[108] NS(=O)(=O)c1ccc(N/N=C/c2c(F)cccc2F)c([N+](=O)[O-])c1
  LDHA inh: -3

Of the compounds above, these contain an aryl methoxy group.
[8] COc1cccc(CNC(=O)c2ccc(N3CCOCC3)c(NC(=O)Nc3cc(F)ccc3F)c2)c1
  LDHA inh: 1

[17] COc1ccc(OC)c(NC(=O)NCc2nc(-c3cccc(Cl)c3)oc2C)c1
  LDHA inh: 7

[24] COC(=O)[C@@]12C[C@@H](CC(=O)N3CCSCC3)C(=O)N(CCc3ccc(OC)c(OC)c3)C1=CCC(C)(C)C2
  LDHA inh: 0

[35] COc1ccc([C@@H]2CC(=O)C3=C(C2)Nc2[nH][nH]c(=O)c2[C@H]3c2ccccc2C(F)(F)F)cc1OC
  LDHA inh: -1

[57] COc1ccc(C23CC4CC(CC(C(N)=O)(C4)C2)C3)cc1
  LDHA inh: -6

[60] CCc1c(C)nc2n(c1=O)CN(CCCN(C)C)CN2c1ccccc1OC
  LDHA inh: 5

[72] COc1ccc(C(=O)Nc2ccc3oc(-c4ccc5ccccc5c4)nc3c2)cc1[N+](=O)[O-]
  LDHA inh: 1

[73] COc1cccc(C(=O)Nc2c(N3CCCC3)c3ccccc3oc2=O)c1
  LDHA inh: -1

[81] COc1ccc(CN(C)C(=O)CCn2ccc3ccccc32)c(OC)c1
  LDHA inh: 11

[86] COc1ccc(C(=O)COC(=O)/C=C/c2c(Cl)nc3sccn23)cc1Br
  LDHA inh: 14

[89] CCOC(=O)CCN(C)Cc1ccc(OC)c(OC)c1
  LDHA inh: 6

[107] COc1ccc(OC)c(C2C=C(c3cccc(Br)c3)Nc3nnnn32)c1 (centres undefined)
  LDHA inh: 15

Screening results deposited in PubChem by National Center for Advancing Translational Sciences (NCATS).

An excerpt; the hit share may differ from the screen's.
